Jurkat autofluor – autofluorescence counter-screen for VLA-4 integrin assays; Jurkat cells, compound autofluorescence, flow cytometry; active compounds read high; 1 = vehicle-only cell background; fluorescence ratio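 (tested at 10 µM compound in the well)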; actives 0.61% (n = 24,000); AID 576;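 active means fluorescence ratio above 2.44, which is 1 plus 3 SD of all ratios; inconclusive means signal too bright to measure linearly, ratio around 10 or more; inactive means fluorescence ratio below 2.44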;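 further: green fluorescence of cells measured with 488 nm excitation and 530 nm emission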
VLA-4 allo ag – allosterically activates the human VLA-4 integrin; P13612; Jurkat cells, LDV-FITC binding, flow cytometry; activation, % at 10 µM (by protocol); 24,000 tested, under 10 active;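 active means fluorescent ligand binding to cells raised by more than 40% of the manganese-induced maximum; inconclusive means compound's own fluorescence above 85% of the ligand control signal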;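 further: 0% = ligand binding without compound and 100% = manganese-stimulated maximal binding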
Target sequence (P13612 whole entry, looked up): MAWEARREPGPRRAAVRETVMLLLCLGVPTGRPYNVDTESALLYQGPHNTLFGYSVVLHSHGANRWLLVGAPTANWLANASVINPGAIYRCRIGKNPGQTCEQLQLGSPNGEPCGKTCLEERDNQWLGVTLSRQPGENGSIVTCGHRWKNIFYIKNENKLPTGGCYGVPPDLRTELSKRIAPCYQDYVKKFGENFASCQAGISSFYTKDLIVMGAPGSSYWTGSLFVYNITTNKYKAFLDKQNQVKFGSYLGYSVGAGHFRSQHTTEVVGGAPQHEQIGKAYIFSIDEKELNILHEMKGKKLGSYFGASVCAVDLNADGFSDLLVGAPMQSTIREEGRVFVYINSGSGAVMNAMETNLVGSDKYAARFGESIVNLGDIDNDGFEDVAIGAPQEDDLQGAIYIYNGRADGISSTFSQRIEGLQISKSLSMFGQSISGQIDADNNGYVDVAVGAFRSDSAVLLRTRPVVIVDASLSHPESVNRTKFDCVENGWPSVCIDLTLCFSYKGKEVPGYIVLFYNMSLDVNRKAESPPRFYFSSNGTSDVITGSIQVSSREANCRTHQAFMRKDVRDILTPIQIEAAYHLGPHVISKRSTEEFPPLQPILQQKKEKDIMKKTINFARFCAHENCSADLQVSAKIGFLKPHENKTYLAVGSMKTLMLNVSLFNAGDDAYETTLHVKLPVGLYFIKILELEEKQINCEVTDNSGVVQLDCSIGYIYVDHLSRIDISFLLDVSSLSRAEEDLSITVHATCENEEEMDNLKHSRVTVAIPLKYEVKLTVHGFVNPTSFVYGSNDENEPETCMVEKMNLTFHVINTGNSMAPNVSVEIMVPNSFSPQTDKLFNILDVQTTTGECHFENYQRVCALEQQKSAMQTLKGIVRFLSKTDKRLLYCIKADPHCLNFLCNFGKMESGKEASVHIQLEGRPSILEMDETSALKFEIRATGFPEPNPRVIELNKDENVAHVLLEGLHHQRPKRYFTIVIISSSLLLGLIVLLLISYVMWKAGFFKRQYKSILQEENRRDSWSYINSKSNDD
VLA-4 antagonist – inhibition of LDV-FITC ligand binding to human VLA-4 integrin; P13612; Jurkat cells, LDV-FITC binding with Mn2+, flow cytometry; 100% = Mn2+-driven binding gain fully reversed; inhibition, % at 10 µM (by protocol); actives 0.2% (n = 24,000);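 active means inhibition above 50%; inconclusive means compound itself fluorescent, judged against control cell fluorescence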;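 further: 0% = Mn2+ stimulated cells lacking compound and 100% = ligand binding without Mn2+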
Prostate diff – promotes differentiation of LNCaP prostate cells; AID 795; side scatter shift, % at 10 µM; actives 0.56% (n = 24,000); flow cytometry side scatter, 4 d;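 active means side scatter shift above 30%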;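 further: androgen-responsive LNCaP prostate cancer cells in charcoal-stripped serum medium; percent of cells past a gate set so DMSO wells show 10% shift; higher shift means more granular cells and more differentiation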
The depositor's hits bear a star; ? = inconclusive; · = no result given. The list is partial. The share of hits here may be higher or lower than overall.

SMILES,VLA-4 allo ag,VLA-4 antagonist,Jurkat autofluor,Prostate diff
CC(=O)N1CCc2cc(S(=O)(=O)NC(C(=O)NC3CCCc4ccccc43)C(C)C)ccc21 (stereo unspecified),-19,26,1.1,16
CN(C)CCCNC(=O)c1ccc(CN(c2ccccc2)S(C)(=O)=O)cc1,0,-24,1,5
Cc1cc2oc(=O)cc(C)c2c(=O)o1,3,-3,1,8
CCN(CC)S(=O)(=O)c1ccc(C(=O)NCc2n[nH]c(=S)n2Cc2ccccc2)cc1,4,6,0.99,10
O=C(c1ccco1)N1CCN(c2ncnc3c2[nH]c2ccc(Br)cc23)CC1,0,22,0.97,·
O=C(Nc1ccc(Br)c2cccnc12)c1ccc(Cn2cc(Cl)cn2)o1,2,-9,1.1,2
CCCC(=O)CN1C(=O)C2(OCCO2)c2ccccc21,0,-6,1,4
Cc1sc2nc3n(c(=O)c2c1C)NC(=O)CC3,0,-7,1,6
O=C(O)CCCNc1cc(N2CCC3(CC2)OCCO3)c2noc3c2c1C(=O)c1ccccc1-3,?,?,5.2*,5
Cc1cc(C)c(NC(=O)NC(=O)c2ccc(F)cc2)c(C)n1,6,-11,0.93,8
Cc1ccc(C)c(N2CCN(C(=O)c3cc(S(=O)(=O)N4CCOCC4)ccc3F)CC2)c1,?,?,1.1,5
Cc1ccc2cc3cc(C(=O)N4CCCCCC4)oc3nc2c1,-1,1,1,6
CC(=O)c1c(N=CN(C)C)nc(C)nc1-c1ccccc1,2,-8,0.95,6
C/C(=N\O)C(=O)C(CN1CCCCC1)CN1CCCCC1,10,-22,0.91,13
COc1ccc(-n2nc(C(=O)Nc3ccc4c(c3)OCO4)c3ccccc3c2=O)c(OC)c1,-9,-1,0.92,4
CN(C)c1ccc(C2N(c3ccc(F)cc3)C(=O)C3CCCN32)cc1 (stereo unspecified),-6,6,1.4,17
O=C(NCc1cccs1)C1CCCN(S(=O)(=O)c2ccc(Br)s2)C1 (stereo unspecified),-9,2,1.1,18
Cc1ccccc1NC(=O)c1ccc(NC(=O)c2ccco2)cc1,-21,-22,1,10
COc1ccc(NC(=O)CN2CCN(CC(=O)Nc3ccccc3F)CC2)c(OC)c1,2,9,0.99,5
Cc1cc(C)c2c(=O)n(CC(=O)N3CCC(N4CCCCC4)CC3)sc2n1,6,-13,1,10
CC(C)[C@H](NC(=O)[C@@H]1CSCN1C(=O)OC(C)(C)C)C(=O)NCC1CCC(C(=O)O)CC1 (stereo partly specified),2,-8,0.96,5
CCOC(=O)C1CCN(C(=O)CC2C(=O)N(Cc3ccccc3)C(C)c3nc4ccccc4n32)CC1 (stereo unspecified),-1,8,1,11
O=C(NCC1CCCO1)c1ccccc1-c1nc(-c2ccc(Cl)cc2)no1 (stereo unspecified),2,-12,0.95,17
Cc1ccc2c(c1)NC(=O)C(CC(=O)N(C)Cc1ccccc1)O2 (stereo unspecified),?,?,1.1,7
Cc1cc(C)nc(N2CCC(C(=O)Nc3ccc4c(c3)CCC4)CC2)n1,-4,4,1,3
CCOC(=O)c1sc2ccc(S(=O)(=O)N3CCCCC3)cc2c1N,?,?,1.1,7
CCCS(=O)(=O)N1CCC(C(=O)NCCc2ccc(OC)c(OC)c2)CC1,2,-18,1,7
O=C(Nc1ccc(F)cc1F)c1noc2c1CCC2,1,8,1.1,8
COc1cccc(C(=O)N(CN2CCCC2=O)c2ccccc2OC)c1,3,-12,0.93,5
O=C1NC2(Nc3ccccc31)C(=O)Nc1ccccc12 (stereo unspecified),-2,-25,1,7
O=C(NCC(c1cccnc1)N1CCN(c2ccc(F)cc2)CC1)c1cccc(Cl)c1 (stereo unspecified),-11,24,1.1,5
CCOC(=O)C1CCN(C(=O)CN(c2ccc(Cl)c(C(F)(F)F)c2)S(C)(=O)=O)CC1,-3,-6,1.1,0
CC(=O)c1cccc(NC(=O)N2CCCc3ccccc32)c1,2,-20,1.1,3
COc1ccc(C2=NOC(C(=O)Nc3ccc(C(C)=O)cc3)C2)cc1OC (stereo unspecified),-5,23,1.1,5
CCC(=O)N1CCN=C1SCc1ccccc1Cl,4,4,1,13
c1ccc(-c2noc(-c3cccnc3)n2)nc1,5,-8,1,15
CCOC(=O)N1CCC(NC(=O)c2cccnc2SC)CC1,-1,-8,1.1,3
CCOC(=O)CNC(=O)CSc1nnnn1-c1cc(C)ccc1C,-2,-3,1.1,1
CCOC(=O)C1CCCN(c2ncnc3c2cnn3-c2ccc(Cl)cc2)C1 (stereo unspecified),-10,9,1,6
CCc1nc(C)cn1S(=O)(=O)c1cc(Br)ccc1OC,0,-26,1,11
COC(=O)c1cc(Oc2ccc(C(=O)OC)cc2N)cc(C(=O)OC)c1,6,8,1.1,15
COc1cccc(-n2nnnc2SCC(=O)NCc2ccco2)c1,2,6,0.95,6
COc1cccc(N2C(=O)C3CCCN3C2c2ccc(F)cc2)c1 (stereo unspecified),10,-5,0.89,7
COc1ccc2nc(SCC(=O)NC(C)C)[nH]c2c1,5,-26,0.98,1
Cc1cc2ccccc2c(=O)n1CC(=O)NCC(=O)N(C)Cc1ccccc1,10,-21,0.93,5
COc1ccccc1CNC(=O)Nc1cccs1,-1,-10,1.1,4
CCN(CC)c1ccc(NC(=O)C2CCCN(S(=O)(=O)c3cccnc3)C2)c(C)c1 (stereo unspecified),-1,18,1,5
COc1cc2nc(SCC(=O)NC3CC3)n(CCC3=CCCCC3)c(=O)c2cc1OC,2,-12,1,0
Brc1ccc(-c2nnc3sc(CNCc4ccc5c(c4)OCO5)cn23)cc1,-5,14,1,14
O=C(NCCc1ccccc1)C1CCN(S(=O)(=O)c2cccc3nonc23)CC1,?,?,1.4,0
O=C(c1cnccn1)N(c1ccccc1)C1(C(=O)NC2CCCCC2)CCCCC1,0,12,0.97,0
CC1=C(C(N)=O)C(c2ccccc2)n2nc(-c3cccc(C)c3)nc2N1 (stereo unspecified),0,-5,1.1,8
Cc1ccc(-n2nc(C(=O)NCc3ccco3)c3c4ccccc4n(C)c3c2=O)cc1,-12,30,0.87,8
CSc1nnc(Cn2c(=O)sc3ccccc32)n1-c1ccccc1,0,-3,0.99,11
CCOc1ccc(CCNC(=O)C2CCN(c3nn4c(=O)cc(C)nc4s3)CC2)cc1,-3,9,1.1,10
COc1ccc(S(=O)(=O)N(CCN2CCOCC2)Cc2cc(OC)ccc2OC)cc1,8,-18,1.1,9

Next compounds:
SMILES,VLA-4 allo ag,VLA-4 antagonist,Jurkat autofluor,Prostate diff
O=C1CC(C(=O)Nc2ccccc2)C2(CCCC2)O1 (stereo unspecified),3,-23,1.1,9
CCOc1ccc(NC(=O)C2CC(=O)N(C(C)C)C2)cc1 (stereo unspecified),4,-17,0.97,1
CCOc1ccccc1C1CC(=O)NC(SCC)=C1C#N (stereo unspecified),0,0,1.1,8
O=C1CN(c2nc3ccccc3n3cnnc23)CC(=O)N1CCc1ccccc1,2,-14,1.1,6
COc1ccccc1N(C(C)=O)C1SC(=O)N(c2ccccc2)C1=O (stereo unspecified),0,0,0.92,10
Cn1c(=O)c2c(nc(NCc3ccc4c(c3)OCO4)n2Cc2ccccc2F)n(C)c1=O,2,-6,1.1,4
COC(=O)c1ccccc1NC1c2ccccc2C(=O)N1c1cccnc1 (stereo unspecified),0,6,1.1,6
COc1cc(S(=O)(=O)NC2CCCCC2C)ccc1Cl (stereo unspecified),4,-8,1.1,18
CN(C)CCNc1nc2c(c(=O)[nH]c(=O)n2C)n1CCCc1ccccc1,3,-13,1,3
COc1ccc(CCNC(=O)c2nnn(CC(=O)Nc3ccccc3)c2N)cc1OC,6,-20,0.87,7
COc1ccc(C2(CN(C(C)=O)C(C)=O)CCCC2)cc1OC,3,-16,1,8
CCCc1cc(Nc2cccc(OC)c2)n2ncnc2n1,-2,-6,0.98,5
O=C(O)CSc1c2c(nc3cc(C(=O)N4CCOCC4)ccc13)CCCC2,3,-22,0.93,7
c1cc(C(c2nnnn2C2CCCC2)N2CCOCC2)ccn1 (stereo unspecified),-15,32,1,10
COc1cc2c(C(=O)N3CCCc4ccccc43)cn(C)c(=O)c2cc1OC,?,?,1.1,1
COc1cc(C2N(c3ccc(Cl)c(Cl)c3)C(=O)C3CCCN32)cc(OC)c1OC (stereo unspecified),-1,-6,1,15
Cc1cc2cc(CNC(=O)c3cc4ccccc4o3)ccc2n1C,?,?,1.3,5
CC(C(=O)N1CCc2ccccc21)N1CCc2ccccc2C1 (stereo unspecified),-7,-14,1.1,4
CCOc1ccc(C(CC(=O)O)NC(=O)C23CC4CC(CC(C4)C2)C3)cc1 (stereo unspecified),-20,111*,1,·
CCOC(=O)c1ccc(-n2c(=O)[nH]c3ccccc3c2=O)cc1,-4,36,1,11
O=C(Nc1ccccc1)N1C(=O)C2(OCCO2)c2ccccc21,5,-30,0.98,10
Cc1cc(=O)n2nc(N3CCCC(C(=O)NCCC4=CCCCC4)C3)sc2n1 (stereo unspecified),-3,6,1.2,20
Cc1noc(C)c1CSc1nnc(-c2ccncc2)n1-c1cccc(Cl)c1C,6,-8,1.1,15
COCCn1c(N)c(C(=O)Nc2sc3c(c2C(=O)OC)CCCC3)c2nc3ccccc3nc21,0,-6,1.1,15

Grouped by structure, the entries above with two or more sulfur atoms.
SMILES,VLA-4 allo ag,VLA-4 antagonist,Jurkat autofluor,Prostate diff
CCN(CC)S(=O)(=O)c1ccc(C(=O)NCc2n[nH]c(=S)n2Cc2ccccc2)cc1,4,6,0.99,10
O=C(NCc1cccs1)C1CCCN(S(=O)(=O)c2ccc(Br)s2)C1 (stereo unspecified),-9,2,1.1,18
CCOC(=O)c1sc2ccc(S(=O)(=O)N3CCCCC3)cc2c1N,?,?,1.1,7
CSc1nnc(Cn2c(=O)sc3ccccc32)n1-c1ccccc1,0,-3,0.99,11

Next entries:
SMILES,VLA-4 allo ag,VLA-4 antagonist,Jurkat autofluor,Prostate diff
C=CCSC1=C(C#N)C(c2ccccc2Cl)CC(=O)N1 (stereo unspecified),-4,0,1,13
Cn1c(=O)c2c(nc(Sc3n[nH]c(N)n3)n2Cc2ccccc2Cl)n(C)c1=O,6,0,1,3
CC(C)(C)NC(=O)CC(CC(=O)O)c1ccccc1 (stereo unspecified),5,-8,0.99,4
CN(C)S(=O)(=O)Nc1ccccc1C(N)=O,-4,-22,1,5
O=C(CCN1CCN(CCC(=O)c2ccccc2)CC1)c1ccccc1,?,?,1.2,2
CCOC(=O)Cn1c(=O)oc2cc(S(=O)(=O)Nc3c(C)cc(C)cc3C)ccc21,?,?,6*,10
CC(=O)O[C@]1(C(C)=O)CC[C@H]2[C@@H]3C=C(Cl)C4=CC(=O)CC[C@]4(C)[C@H]3CC[C@@]21C,-3,-26,1.1,10
CN(C)CCCN1c2ccccc2CCc2ccccc21,12,-14,1.1,10
CC(=O)OC(C(=O)NCc1ccco1)c1cccnc1 (stereo unspecified),6,-2,1,12
CCOC(=O)N1CCN(C(=O)C(NS(=O)(=O)c2cccc3nsnc23)c2ccccc2)CC1 (stereo unspecified),-4,-11,1.1,11
CCOc1ccccc1NC(=O)C1CCCN(S(=O)(=O)c2cccc3cccnc23)C1 (stereo unspecified),-2,6,1.1,12
CCOc1ccc(N(CC(=O)NCc2ccco2)S(=O)(=O)c2ccc(OC)c(OC)c2)cc1,7,-28,0.86,13
COc1ccc(-n2nnc3c(=O)n(CC(=O)NCC4CCCO4)cnc32)cc1 (stereo unspecified),4,7,1.1,9
CC(=O)c1c(C)nn(CC(O)COc2ccc3c(c2)CCC3)c1C (stereo unspecified),1,-4,1,16

Screening results (PubChem BioAssay)
